USP1 inh: inhibitors of human USP1/UAF1 deubiquitinase. O94782. 390,000 tested, 0.23% active. AID 743255. Potency, µM (doses to about 57.1 µM), for the others: top-dose activity change, negative = inhibition, usual class: inhibitors. recombinant USP1/UAF1, Ub-Rhodamine cleavage fluorescence; also: % is scaled to controls: 0 for no effect and ±100 for the full control effect; nearly all actives have a fitted effect of over 60% in size; inactives centre near -12
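USP1/UAF1 complex at 1 nM was preincubated with compound for 15 min at room temperature, then Ub-Rho substrate (150nM final) was added. Fluorescence (480/540 nm) was read kinetically, 6 reads every 60 seconds.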
TrxR1 substrate: rat thioredoxin reductase 1 substrate activity; Potency, µM (titrated, usually from 114 µM), for inactives: at the highest dose activity change, negative = substrate turnover; AID 588456; 390,000 tested, 0.01% active; O89049; purified TrxR1 substrate turnover, NADPH consumption readout; also: % is scaled to controls: 0 for no effect and ±100 for the full control effect; nearly all actives have a fitted effect of over 50% in size
Target sequence (O89049 whole entry, looked up): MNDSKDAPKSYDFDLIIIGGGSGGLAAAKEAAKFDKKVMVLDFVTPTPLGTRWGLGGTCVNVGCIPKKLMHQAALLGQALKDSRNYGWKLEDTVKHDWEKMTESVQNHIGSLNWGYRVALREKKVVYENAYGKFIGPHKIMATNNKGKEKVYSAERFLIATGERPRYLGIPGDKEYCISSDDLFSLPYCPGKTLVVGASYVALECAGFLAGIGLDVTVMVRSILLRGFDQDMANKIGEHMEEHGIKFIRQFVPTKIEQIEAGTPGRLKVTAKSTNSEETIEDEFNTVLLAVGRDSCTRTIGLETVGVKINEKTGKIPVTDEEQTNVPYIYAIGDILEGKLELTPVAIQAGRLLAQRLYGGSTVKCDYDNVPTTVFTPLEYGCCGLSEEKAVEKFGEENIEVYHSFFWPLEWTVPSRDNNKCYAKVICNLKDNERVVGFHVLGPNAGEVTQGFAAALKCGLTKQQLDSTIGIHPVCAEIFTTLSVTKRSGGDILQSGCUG
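Rat TrxR1, dispensed at 90 nM, was prereduced with 400 uM NADPH (final) for 5 min at ~22 deg C, then incubated with compound 15 min before 400 uM selenite. A first-read NADPH fluorescence drop versus no-compound background flagged substrates.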
rTrxR1 inhibitor: blocks rat thioredoxin reductase 1; AID 588453; 390,000 tested, 1% active; O89049; Potency, µM (highest dose often 114 µM), inactives show at the highest dose activity change, negative = inhibition, actives largely listed as inhibitors; recombinant rTrxR1, NADPH fluorescence consumption, selenite substrate; also: % is scaled to controls: 0 for no effect and ±100 for the full control effect; nearly all actives have a fitted effect of over 65% in size
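Rat TrxR1 (90 nM in the dispensed reagent) was pre-reduced with 400 uM NADPH for 5 min at room temperature, then incubated with compound for 15 min. After 400 uM selenite was added, NADPH fluorescence (Ex 340/Em 450 nm) was followed for 8 min.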
RXFP1 ag: activates the human relaxin receptor RXFP1; HEK293T-RXFP1 cAMP TR-FRET, 30 min; response scale: percent of porcine relaxin response, buffer zero; Potency, µM (top dose mostly 57.5 µM), without a hit: at the top dose activation, most hits filed as activators; 370,000 tested, 0.3% active; AID 2676; also: % is scaled to controls: 0 for no effect and ±100 for the full control effect; nearly all actives have a fitted effect of over 60% in size; many of its hits are not listed in these tables
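HEK293T cells stably expressing RXFP1 were pretreated with the PDE4 inhibitor Ro 20174, exposed to compounds for 30 min at 37C, lysed, and cAMP was read by TR-FRET. Data normalized to buffer (basal) and 29 nM porcine relaxin (100%).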
ALOX12 inh: inhibitors of human 12S-lipoxygenase ALOX12; P18054; purified 12hLO, xylenol orange hydroperoxide absorbance; Potency, µM (titrated, usually from 108 µM), for the others: at the highest dose activity change, negative = inhibition, most hits filed as inhibitors; 580,000 tested, 1.1% active; also: % is scaled to controls: 0 for no effect and ±100 for the full control effect
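Hydroperoxide product was detected by ferrous iron/xylenol orange as the 573 to 405 nm absorbance ratio. Arachidonic acid at 40 uM (final) was turned over for 30 min at room temperature by 150 nM human 12hLO, pH 7.0 Hepes buffer, after 15 min compound preincubation.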
RGS4 inh: inhibitors of human regulator of G protein signaling 4 | P49798 | Transcreener GDP fluorescence polarization, RGS4-accelerated GTP hydrolysis | Potency, µM (doses to about 114 µM), without a hit: top-dose activity change, negative = inhibition, hits mostly inhibitors | 390,000 tested, 0.039% active | AID 504845; also: % is scaled to controls: 0 for no effect and ±100 for the full control effect; nearly all actives have a fitted effect of over 75% in size; some results filed as inactive show a strong effect at the top dose
Target sequence (P49798 whole entry, looked up): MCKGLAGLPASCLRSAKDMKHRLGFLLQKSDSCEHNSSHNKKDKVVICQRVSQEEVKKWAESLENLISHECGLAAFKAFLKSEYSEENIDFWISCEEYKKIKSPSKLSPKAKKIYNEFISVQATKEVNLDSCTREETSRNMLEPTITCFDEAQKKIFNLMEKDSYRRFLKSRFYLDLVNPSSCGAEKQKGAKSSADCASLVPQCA
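MLSMR compounds (23 nl, pin-transferred) preincubated 10 min at room temperature with a 500nM (2x) first reagent, then RGS4 at 900nM (2x) plus Transcreener GDP mix added; fluorescence polarization (620/688 nm) read before and after 90 min at 30 °C.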
IDH1 R132H inh: blocks human mutant IDH1 R132H enzyme; IDH1-R132H enzyme, NADPH consumption, diaphorase/resazurin fluorescence; Potency, µM (highest dose often 76.6 µM), without a hit: at the top dose activity change, negative = inhibition, usual class: inhibitors; 390,000 tested, 0.093% active; AID 602179; also: % is scaled to controls: 0 for no effect and ±100 for the full control effect; nearly all actives have a fitted effect of over 65% in size
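IDH1-R132H (0.5 ug/mL) preincubated 30 min with compound, then NADPH (0.016 mM) and alpha-KG (2 mM) added; 80 min at RT, pH 7.5. Remaining NADPH coupled via diaphorase/resazurin to fluorescence (540/590 nm); concentration-response curves normalized to no-enzyme control.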
Vif-A3F inh: blocks the Vif interaction with APOBEC3F | HeLa A3F-eYFP + Vif (tagged APOBEC3F with the HIV-1 protein that degrades it), YFP fluorescence increase | Potency, µM (top dose mostly 46.1 µM), without a hit: at the highest dose activity, negative = active | 390,000 tested, 0.2% active | AID 602313; also: % of control where 0% means no effect; nearly all actives have a fitted effect of over 65% in size
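HeLa cells stably expressing A3F-eYFP plus Vif, plated and incubated overnight at 37 deg C, then exposed to compounds overnight at 37 deg C. Blocked degradation read as raised yellow fluorescence (Ex 488/Em 500-530).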
Vif-APOBEC3G blk: blocks the Vif interaction with human APOBEC3G; Q9HC16; HeLa A3G-eYFP + Vif (tagged APOBEC3G with the HIV-1 protein that degrades it), YFP fluorescence, overnight; Potency, µM (series often up to 46.1 µM), inactives show at the top dose activity, negative = active, most hits filed as inhibitors; 410,000 tested, 0.076% active;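 also: % is scaled to controls: 0 for no effect and ±100 for the full control effect; nearly all actives have a fitted effect of over 60% in size; hits raise eYFP signal because A3G escapes Vif-driven loss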
Target sequence (Q9HC16 whole entry, looked up): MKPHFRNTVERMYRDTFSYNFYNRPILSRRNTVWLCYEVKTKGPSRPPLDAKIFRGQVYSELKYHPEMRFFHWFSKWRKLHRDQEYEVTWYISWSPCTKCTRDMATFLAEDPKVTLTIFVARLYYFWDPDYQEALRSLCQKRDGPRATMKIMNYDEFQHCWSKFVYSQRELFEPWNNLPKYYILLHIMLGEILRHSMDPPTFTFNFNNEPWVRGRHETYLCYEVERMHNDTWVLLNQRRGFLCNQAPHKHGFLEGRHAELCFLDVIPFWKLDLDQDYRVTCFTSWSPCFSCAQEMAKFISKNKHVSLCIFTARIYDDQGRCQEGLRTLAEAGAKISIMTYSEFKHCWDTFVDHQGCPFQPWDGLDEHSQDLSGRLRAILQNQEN
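HeLa cells stably expressing Vif and C-terminally eYFP-tagged A3G, seeded overnight at 37 deg C, then exposed to compound by pintool overnight at 37 deg C. Rise in yellow fluorescence (Ex 488/Em 500-530, Acumen) marks blocked Vif-driven A3G degradation.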
* = called active by the depositor; i = inactive; ? = inconclusive; / = not tested or not shown; & = joins results of further samples; [ ] = another dose, or the depositor's remark. Calls follow the shape of the dose curve; as a rule, active = well fitted curve in the direction sought with a large enough effect; inconclusive = small, poorly fitted or top-dose-only effect, or another doubt; inactive = no such curve, though single readings can be large; an effect the other way counts as inactive or inconclusive. Potency is read from the fitted curve at half-maximal effect.

Molecule,TrxR1 substrate,USP1 inh,IDH1 R132H inh,Vif-A3F inh,ALOX12 inh,rTrxR1 inhibitor,RXFP1 ag,Vif-APOBEC3G blk,RGS4 inh
COC(=O)C1CC2=C(CCCC2=O)NC1=O (stereo not given),-10%,-5%,-4%,1%,-12%,-15%,/,0%,-4%
Cc1ccc(-c2cc(C(=O)Nc3cccc(S(=O)(=O)N(C)C)c3)c3ccccc3n2)o1,31%,-18%,11%,-6%,6.3µM*,?,25%,-13%,?
OCCN(Cc1ccccc1)Cc1ccccc1Cl,7%[57.1 µM],-16%,5%,-7%,?,-12%,1.4%,2%,-6%
COc1ccc(N(CC(=O)N2CCOCC2)S(=O)(=O)c2ccccc2)cc1Cl,-11%,-5%,5%,-6%,i,-6%,0.4%,-1%,-2%
O=C(NCCN1CCOCC1)c1c(Cl)cccc1Cl,8%,-16%,5%,-6%,1%,17%,-0.8%,1%,2%
O=C(NC(=S)NCc1ccccc1)c1ccccc1F,-4%,-5%,-4%,-6%,?,-8%,-0.4%,-2%,-17%
Cc1ccc(S(=O)(=O)Nc2ccc(-c3ccc4nncn4n3)cc2)cc1,-1%[57.1 µM],-5%,0%,-16%,19%,4%[57.1 µM],4.7%,-12%,6%
CC1CCC2(CC1)NC(=O)N(CC(=O)Nc1cccc(S(=O)(=O)N3CCOCC3)c1)C2=O (stereo not given),-3%,-4%,17%,-9%,-6%,13%,1.3%,0%,-9%[56.9 µM]
COc1ccc(CCNC(=O)c2c(-c3ccccc3)noc2C)cc1OC,-1%,5%,1%,-12%,14%,0%,-1.4%,-2%,-1%
CCOc1ccccc1NC(=O)C1CCCN(c2c(CC)c(C)nc3ncnn23)C1 (stereo not given),2%,-19%,-6%,0%,-15%,9%,11%,-10%,23%
CC(=O)OCC(OC(C)=O)C(OC(C)=O)C(OC(C)=O)C(=O)Nc1ccc(C)cc1 (stereo not given),3%[57.1 µM],-2%,-1%,-5%,0%,16%,1.7%,0%,34%
O=C(CCSCCc1ccccn1)Nc1ccc(Br)cc1F,3%,-9%,-2%,4%,-9%,6%,-0.7%,-2%,-34%
C#CC(=O)N(c1ccc(OC)c(OC)c1)C(C(=O)NC1CCCC1)c1cccs1 (stereo not given),1%,-11%,3%,5%,-1%,3.2µM*,-0.5%,-26%,7%
O=C(Nc1cccnc1)c1ccc(Oc2ccccc2)cc1,0%,-13%,9%,-12%,0%,19%,-0.5%,0%,16%[56.9 µM]
Cc1ccc(C)c(Nc2ncccc2C(=O)NCc2cccs2)c1,-6%[57.1 µM],?,1%,-1%,-15%,-12%[57.1 µM],-0.5%,-13%,-11%
CCc1cc(C(=O)N2CCCc3ccccc32)sc1C,0%,-18%,-11%,0%,0%,33%,/,-1%,4%

Arranged by SMILES length (descending): part of the list above.
Molecule,TrxR1 substrate,USP1 inh,IDH1 R132H inh,Vif-A3F inh,ALOX12 inh,rTrxR1 inhibitor,RXFP1 ag,Vif-APOBEC3G blk,RGS4 inh
CC(=O)OCC(OC(C)=O)C(OC(C)=O)C(OC(C)=O)C(=O)Nc1ccc(C)cc1 (stereo not given),3%[57.1 µM],-2%,-1%,-5%,0%,16%,1.7%,0%,34%
COc1ccc(CCNC(=O)c2c(-c3ccccc3)noc2C)cc1OC,-1%,5%,1%,-12%,14%,0%,-1.4%,-2%,-1%
O=C(CCSCCc1ccccn1)Nc1ccc(Br)cc1F,3%,-9%,-2%,4%,-9%,6%,-0.7%,-2%,-34%

The listing continues:
Molecule,TrxR1 substrate,USP1 inh,IDH1 R132H inh,Vif-A3F inh,ALOX12 inh,rTrxR1 inhibitor,RXFP1 ag,Vif-APOBEC3G blk,RGS4 inh
O=C(Nc1ccccc1Br)c1ccc(N2CCCC2=O)cc1,0%,?,4%,-6%,12%,10%,0.9%,0%,8%
O=C(Nc1ccccc1C(=O)OCc1cc(=O)n2c3c(sc2n1)CCCC3)c1cccc(Cl)c1,3%[57.1 µM],-9%,-1%,-14%,?,22%[57.1 µM],?,-2%,6%
O=C(Nc1ccc(S(=O)(=O)Nc2ncccn2)cc1)c1cccc(Br)c1,8%[57.1 µM],-17%,4%,-6%,22%,4%[57.1 µM],3.8%,0%,6%
CCOC(=O)c1c(S(=O)(=O)NCC(=O)Nc2ccccc2OC)c(C)n(C)c1C,-1%,-9%,1%,-2%,-16%,13%,-2.5%,3%,20%
CCCC(C(=O)Nc1cccc(S(=O)(=O)N2CCCC2)c1)c1ccccc1 (stereo not given),0%,-11%,-3%,5%,-18%,10%,-0.3%,-1%,-24%
C=CCN1C(=O)C(O)(CC(=O)c2c(C)n[nH]c2C)c2cc(Br)ccc21 (stereo not given),-6%,-9%,1%,3%,0%,-2%,1.1%,5%,12%
O=S(=O)(c1c(F)cccc1F)N1CCN(C(=S)NCc2ccc3c(c2)OCO3)CC1,-3%,-13%,1%,8%,292%[activator],22%,-0.2%,-9%,-27%
Nc1nc(NCc2ccc(Cl)c(Cl)c2)c2[nH]cnc2n1,3%&0%,/,/,/,-5%,22%&0%,/,-11%&-7%,?
CC(=O)Nc1ccc2nc(C3CC3)n(Cc3ccc(Cl)cc3)c(=O)c2c1,-2%,-18%,11%,-7%,-2%,3%,2.9%,1%,-14%
COC(=O)c1ccc(CNC(=O)COC(=O)C23CC4CC(CC(C4)C2)C3)cc1,-9%,-9%,1%,-5%,-17%,-6%,-0.3%,-1%,-16%
CC(=O)N1CCN(C(=O)C2CCN(S(=O)(=O)c3ccccc3C(F)(F)F)CC2)CC1,-2%[2.29 µM],?,-6%,-2%,0%,-3%[2.29 µM],/,0%,3%
CC(C)=CCC/C(C)=C/Cc1c(O)ccc(C(=O)/C=C/c2ccc(O)cc2)c1O,2%,-22%,-7%,6%,1%,35%,1.3%,-1%,-12%
CCOC(=O)CN1C(=O)S/C(=C/c2cc(C)n(C)c2C)C1=O,0%,-23%,2%,-14%,?,-33%,/,2%,-42%
CCn1nc(C)c(CNC(=O)C2CCC(=O)N(Cc3cccc(F)c3)C2)c1C (stereo not given),-9%,-5%,3%,0%,0%,-9%,-1.5%,0%,-5%
O=C1c2cc(O)c(O)cc2OC(c2ccc(O)c(O)c2)C1O (stereo not given),7%[11.4 µM],-13%,6%,5%,?,4%[11.4 µM],/,-2%,-8%
COc1ccc(CCNC(=O)CN(C2CCCCC2)S(C)(=O)=O)cc1OC,11%[57.1 µM],-16%,0%,-9%,?,14%,0.1%,0%,-19%
Nc1nc(NC(=O)c2ccc(Cl)cc2)nn1-c1ccccc1,0%,-11%,3%,-3%,-2%,5%,0.4%,1%,-1%
CCOC(=O)/C(C#N)=C/c1cc2cc(C)c(C)cc2nc1Cl,3%,-27%,1%,3%,-17%,2%,4.4%,-1%,-12%
N#Cc1cccc(NC(=O)Cc2ccccc2)c1,2%,-9%,-5%,-18%,-2%,11%,-2.9%,-10%,-6%
Cc1ccc(-c2ccnc3nc(-n4cccc4)nn23)o1,9%[57.1 µM],-19%,-4%,-14%,-11%,7%[57.1 µM],7.8%,-6%,?
COc1ccc2nc(SCC(=O)Nc3ccccc3OC)[nH]c2c1,-5%[57.1 µM],3%,2%,6%,0%,3%[57.1 µM],-1.3%,0%,24%
COc1cc(Cl)c(NC(=O)CCS(=O)(=O)c2ccc3c(c2)NC(=O)CO3)c(OC)c1,5%,-28%,-5%,3%,-5%,10%,0.3%,-3%,2%
CCOc1ccc(-c2cc(CCCC(=O)NCc3ccc(C)cc3)no2)cc1,-3%[57.1 µM],-10%,2%,-4%,28%,7%[57.1 µM],-0.4%,-5%,-5%
CN(C)CCCOc1cccc(Cl)c1,-9%,8%,1%,-4%,?,-8%[0.457 µM],0.9%,1%,15%
CC1(C)Cc2nc3sc(C(=O)NCCCO)c(N)c3cc2CS1,6%[57.1 µM],-21%,11%,-1%,0%,17%[57.1 µM],6.2%,0%,11%
COc1ccccc1N1CCN(C(=O)Cn2c(=O)oc3cc(S(=O)(=O)N4CCCC4)ccc32)CC1,6%,-23%,11%,-14%,?,15%,4.5%,0%,-12%
CN(C)CCN1C(=O)c2oc3ccc(Cl)cc3c(=O)c2C1c1cccc(Br)c1 (stereo not given),8%[57.1 µM],-17%,0%,-3%,-5%,3%[57.1 µM],0.3%,-4%,5%
COC(=O)[C@@H](Cc1ccccc1)NC(=O)[C@H]1CCC(=O)N1C(=O)OCc1ccccc1,-2%,15%,-2%,1%,8%,5%,-0.5%,-1%,18%
CCOC(CNC(=O)c1cccn2c(=O)c3c(C)c(C)sc3nc12)OCC,-3%,-13%,0%,-5%,-2%,3%,0.0%,-1%,-12%
CCCCN(C(=O)/C=C/c1ccco1)c1c(N)n(Cc2ccccc2)c(=O)[nH]c1=O,-4%,0%,4%,3%,4%,25%[57.1 µM],0.6%,-3%,-11%
COc1cccc2[nH]c3c(N4CCC5(CC4)OCCO5)ncnc3c12,228%[activator],-3%,-2%,-2%,94%[activator],?,4.8%,-8%,16%

High-throughput results as filed in PubChem.

A portion of the library. The share of hits here may be higher or lower than overall.
